Assay outcomes deposited in PubChem by several laboratories.
ADAM10 inh = inhibitors of human ADAM10; recombinant ADAM10, EDANS/DABCYL FRET peptide cleavage, 3 h; inhibition, % at 7 µM; O14672; hit rate 0.62% among 370,000; AID 720582;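 active means inhibition above a per-campaign cutoff equal to the mean of compounds falling between control-based bounds plus 3 SD, cut at about 20% in these data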;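 further: 0% = DMSO wells while the 100% control is not disclosed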
Tn6 DDE FP = inhibitors of Tn6 peptide binding to human fibrin DD(E). P02675. hit rate 0.21% among 370,000. Fibrin DD(E) TRITC-Tn6 fluorescence polarization displacement. inhibition, % at 8.3 µM;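 active means inhibition above a per-campaign cutoff: mean of compounds within control limits plus 3 SD, cut at about 15% in these data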;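 further: 0% = median of all compound wells on the plate and 100% = blocking peptide control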
rCAG binder = binds r(CAG) RNA repeats; r(CAG) RNA repeat, TO-PRO-1 dye displacement fluorescence; inhibition, % at 3 µM; hit rate 1.3% among 370,000; AID 651821;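 active means inhibition above the plate cutoff, the mean of all test compounds on that plate plus 3 SD, cut at about 35% in these data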;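 further: 0% = DMSO alone and 100% = 100 µM mitoxantrone as full dye displacement; higher means more dye released from RNA so lower well fluorescence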
KLK7 zymogen act = activators of human kallikrein-7 zymogen; P49862; purified proKLK7, EDANS-DABCYL substrate fluorescence; 100% is mature enzyme control, 0% vehicle; activation, % at 7 µM; hit rate 0.9% among 370,000; AID 652039;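 active means activation above the mean of all tested compounds plus 3 SD, computed per campaign excluding outliers beyond control limits, cut at about 13% in these data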
NPR2 activator = GC-B (human) receptor activation; HEK293-GC-B cells, CNP EC30, cGMP TR-FRET; 0% at EC30 CNP, 100% saturating CNP; AID 1920062; activation, % at 10 µM; hit rate 0.11% among 370,000; P20594;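 active means activation at 10 µM reaching about 35% in either raw or pattern-adjusted values, limit read from the data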
ASAP1 inh = ASAP1 ArfGAP inhibition; AID 624377; ASAP1-stimulated ARF1 GTP hydrolysis, GDP FP detection; inhibition, % at 16.5 µM; hit rate 0.19% among 360,000; in the data active means inhibition above about 25%;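 further: 0% = vehicle with enzyme and substrate and 100% = no enzyme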
sPLA2-III inh = Inhibits HGIII-sPLA2 liposome hydrolysis, primary screen; QFRET BODIPY PC-A2 liposome hydrolysis, fluorescence; inhibition, % at 12.2 µM; hit rate 0.56% among 370,000; AID 743126;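 active means inhibition above mean plus 3 SD of compounds lying within the high and low control bounds, cut at about 19% in these data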;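 further: 0% = median of test compound wells and 100% = no enzyme DMSO wells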
ARFGAP1 inh = inhibits rat ARF GTPase activating protein 1. AID 651572. Arfgap1-stimulated ARF1 GTP hydrolysis, GDP FP detection. inhibition, % at 16.5 µM. Q62848. hit rate 0.26% among 360,000;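 active means inhibition above a per-plate limit, mean inhibition of low control wells plus 3 SD, cut at about 25% in these data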;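 further: 0% = DMSO wells with enzyme and 100% = wells lacking Arfgap1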
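Replicates: Single well per compound | Assay system: Truncated rat Arfgap1 GAP domain | Control set: No-Arfgap1 wells (100%) versus DMSO full-reaction wells (0%) | Times: Enzyme reaction 120 min at 25 °C after 20 min preincubation | Reagent: Human ARF1(Δ1-17)-GTP substrate | Measured by: Tracer-displacement fluorescence polarization with EDTA stop, 620/688 nm | Measure: Percent inhibition of Arfgap1-stimulated GTP hydrolysis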
NPR1 activator = GC-A (human) enzyme activation. P16066. HEK293 GC-A cells, cGMP TR-FRET, EC30 ANP; 0% at EC30 ANP, 100% saturating ANP. activation, % at 10 µM. hit rate 0.14% among 370,000; in the data active means activation above about 40%
Target sequence (P16066 whole entry, looked up): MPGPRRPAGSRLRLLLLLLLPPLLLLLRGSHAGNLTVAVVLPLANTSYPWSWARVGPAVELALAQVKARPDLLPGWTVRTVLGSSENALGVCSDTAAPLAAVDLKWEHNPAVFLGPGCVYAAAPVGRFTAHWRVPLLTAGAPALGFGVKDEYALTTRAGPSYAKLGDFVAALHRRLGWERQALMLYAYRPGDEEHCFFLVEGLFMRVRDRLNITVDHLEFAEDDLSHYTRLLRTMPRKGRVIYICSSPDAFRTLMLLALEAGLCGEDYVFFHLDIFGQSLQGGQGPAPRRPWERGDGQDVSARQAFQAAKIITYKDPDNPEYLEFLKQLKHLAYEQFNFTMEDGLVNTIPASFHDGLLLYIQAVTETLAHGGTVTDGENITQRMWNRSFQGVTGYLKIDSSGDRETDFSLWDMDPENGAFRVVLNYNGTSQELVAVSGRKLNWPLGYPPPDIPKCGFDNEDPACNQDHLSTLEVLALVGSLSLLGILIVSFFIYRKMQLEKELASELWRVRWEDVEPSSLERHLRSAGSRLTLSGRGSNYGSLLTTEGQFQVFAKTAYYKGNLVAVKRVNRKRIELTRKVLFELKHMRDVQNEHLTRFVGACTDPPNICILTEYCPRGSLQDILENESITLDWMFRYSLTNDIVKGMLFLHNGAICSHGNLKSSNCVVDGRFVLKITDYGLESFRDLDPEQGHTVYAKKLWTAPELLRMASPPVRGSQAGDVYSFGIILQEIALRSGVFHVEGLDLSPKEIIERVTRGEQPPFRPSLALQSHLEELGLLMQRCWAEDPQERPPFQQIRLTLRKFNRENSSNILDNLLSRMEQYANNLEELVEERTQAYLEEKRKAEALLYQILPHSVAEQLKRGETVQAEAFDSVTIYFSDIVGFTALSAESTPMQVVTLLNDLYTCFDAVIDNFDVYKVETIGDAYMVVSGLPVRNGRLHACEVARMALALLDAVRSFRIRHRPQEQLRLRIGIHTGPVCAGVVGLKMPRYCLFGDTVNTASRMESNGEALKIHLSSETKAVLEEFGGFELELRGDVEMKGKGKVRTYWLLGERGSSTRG
GAA850 FXN act = frataxin GAA850 promoter activation; hit rate 0.56% among 360,000; activation, % at 6 µM; AID 540364; HEK293 lucGAA850 FXN promoter luciferase reporter, 24 h; percent of 10 µM SAHA response;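 active means activation above the average of all compounds screened plus 3 SD, cutoff fixed separately per campaign, cut at about 7.5% in these data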;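 further: 0% = DMSO wells and 100% = 10 µM SAHA wells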
* hit, by the source's call; i = inactive; · = no result given.

A first look (2 entries):
SMILES	ADAM10 inh	Tn6 DDE FP	rCAG binder	KLK7 zymogen act	NPR2 activator	ASAP1 inh	sPLA2-III inh	ARFGAP1 inh	NPR1 activator	GAA850 FXN act
O=C(CCc1ccccc1)NNC(=O)C12CC3CC(CC(C3)C1)C2	5	0	-4	-0.2	-2	9	2	-10	0	0.3
Cc1ccc(N(C)S(=O)(=O)c2cccc(C(=O)NC3CC(C)(C)NC(C)(C)C3)c2)cc1	3	-10	3	0.2	1	-5	-3	3	-4	1.0

This part in full, from the first entry:
SMILES	ADAM10 inh	Tn6 DDE FP	rCAG binder	KLK7 zymogen act	NPR2 activator	ASAP1 inh	sPLA2-III inh	ARFGAP1 inh	NPR1 activator	GAA850 FXN act
O=C(CCc1ccccc1)NNC(=O)C12CC3CC(CC(C3)C1)C2	5	0	-4	-0.2	-2	9	2	-10	0	0.3
Cc1ccc(N(C)S(=O)(=O)c2cccc(C(=O)NC3CC(C)(C)NC(C)(C)C3)c2)cc1	3	-10	3	0.2	1	-5	-3	3	-4	1.0
Cc1ccn2c(=O)c(C(=O)NCCCN3CCCC3=O)c(O)nc2c1	-253	-7	-1	7.5	-5	1	6	-9	0	2.1
CC(=O)c1sc(NC(=O)c2cccc(C)c2)nc1C	-8	-3	1	-0.3	-2	1	5	-2	-4	2.7
CN(N=Nc1nc[nH]c1C(N)=O)C1CCCCC1	-13	-2	-1	0.7	3	12	10	-6	5	·
CN(C)c1ccc(/C=C2\SC(=S)N(Nc3ncc(C(F)(F)F)cc3Cl)C2=O)cc1	-2	0	-23	0.1	-2	13	-7	12	-1	-0.3
CCOC(=O)c1ccc(CSc2nnc(-c3ccncc3)n2N)cc1	-1	-5	-2	-0.1	5	-14	4	4	1	3.4
COc1ccc(C=NNc2nc3ccccc3s2)cc1	-12	-3	10	-3.1	-11	-19	-11	-6	-6	0.1
COc1ccc(N2CCN(C(=O)CSc3nnc(C4CC4)n3C3CC3)CC2)cc1	2	4	0	0.1	1	4	1	-5	1	-1.2
O=C(O)c1ccc(N/N=C/c2ccc(-c3cc(Cl)ccc3Cl)o2)cc1	-31	4	45*	-0.2	-9	5	-5	5	-2	4.5
CC(=O)c1ccc(NC(=O)CSc2nnc(Cc3cccn3C)n2-c2ccc(F)cc2)cc1	-11	-11	4	0.6	-1	-11	-35	5	-4	-0.6
Cc1nc(S(=O)(=O)c2ccc(Cl)cc2)nc2c1CCC2	-4	7	-1	-0.2	4	5	10	6	8	-1.5
CC(C)(C)c1ccc(S(=O)(=O)NCC(=O)N2CCN(Cc3ccccc3)CC2)cc1	-10	-5	-10	0.5	8	-8	-14	9	-3	1.2
C=CCCN(Cc1ccccc1)S(=O)(=O)c1ccccc1Br	3	-1	0	-0.7	-1	-1	2	7	0	-0.5
O=c1oc2ccccc2c(NCc2ccccc2)c1[N+](=O)[O-]	-3	4	0	0.6	2	2	9	8	4	1.2
O=C(COC(=O)Cc1ccsc1)NNC(=O)c1ccccc1	-9	-4	1	-0.2	-2	-6	5	-4	3	1.3
CN(CC(=O)Nc1ccccc1Br)C(=O)c1cc2c(s1)CCCCC2	-3	0	1	0.0	4	5	-1	-6	-3	4.1
N/C(=N\OC(=O)C1CC1)c1ccc([N+](=O)[O-])s1	1	1	2	-0.2	-1	-7	-3	1	2	0.4
Cc1ccc(NC(=O)CS(=O)CC(=O)Nc2ccc3c(c2)OCO3)cc1Cl (configuration not stated)	-1	-7	16	0.0	1	3	-13	-2	-2	1.4
COc1ccc(CCNC(=O)CCc2ccccc2O)cc1OC	-4	3	-3	0.2	-1	4	-2	-13	-3	1.9
O=C(Cn1ccc(NC(=O)OCc2ccccc2)nc1=O)NCCCc1ccccc1	-6	4	-3	-0.7	0	-1	0	3	4	-1.1
O=C(Nc1cccc(NC(=O)c2ccccc2Cl)c1)c1ccco1	-2	8	-1	-0.3	-5	8	-7	14	-2	-1.2
Cc1nn(CCC(=O)NNC(=O)Nc2ccc(Cl)cc2)c(C)c1[N+](=O)[O-]	13	-2	3	-0.1	-3	·	2	·	-5	·
Cc1ccsc1C1CC(=O)Nc2ccccc2S1 (configuration not stated)	-5	2	-5	0.6	1	-1	-6	8	1	0.4
COc1ccc(S(=O)(=O)N2CCSC2c2ccc(N)cc2)cc1 (configuration not stated)	13	-8	4	0.5	2	15	0	2	1	-0.3
Cc1ccsc1-c1nc(-c2ccccc2)c(-c2ccccc2)[nH]1	-93	4	1	0.1	6	-9	4	-8	-8	-0.2
O=C(c1ccc(CNS(=O)(=O)c2ccccc2)cc1)N1CCN(Cc2ccccc2)CC1	-7	4	-4	0.5	-5	-5	-24	5	-6	-1.9
O=C(Cc1ccccc1)NC1CCCc2c1cnn2-c1ccc(F)cc1F (configuration not stated)	-6	0	·	·	2	·	15	·	1	·
Cc1ccc(C(=O)Nc2ccccn2)cc1S(=O)(=O)N1CCOCC1	-3	3	-2	0.4	2	-7	-1	-11	0	1.7
CCc1ccc(NC(=O)CC2C(=O)NCCN2C(=O)c2ccc(F)cc2)cc1 (configuration not stated)	3	0	-3	-0.3	4	-17	-2	-1	0	1.9
CCNC(=S)/N=C(\N)Nc1nc(C)c2cc(C)ccc2n1	-7	4	5	0.2	13	6	-1	-3	18	7.3
Cc1ccsc1C(=O)OCC(=O)Nc1cccc(S(=O)(=O)NC2=NCCCCC2)c1	-3	0	0	0.1	2	4	-2	0	-1	0.8
Cc1nn(Cc2ccc(Cl)cc2)c(C)c1NC(=O)C1CC=CCC1C(=O)O (configuration not stated)	1	3	1	-0.1	1	12	1	-2	-1	-0.6
O=C(CCCNS(=O)(=O)c1ccc(F)cc1)Nc1ccc(F)cc1	1	3	0	-0.6	6	5	-1	-1	2	0.3
CC(=O)NCCc1ccc(C(=O)COC(=O)C2CCCCC2)cc1	2	2	0	0.3	1	-7	-3	4	-2	-1.0
CCOc1ccc(-c2cc3cc(OC)c(OC)cc3c(C)n2)cc1	-53	7	0	-3.5	-8	-2	0	2	-2	3.5
O=C(c1sc2ccccc2c1Cl)N1CCN(c2ccccc2F)CC1	9	1	5	0.3	5	7	7	16	-2	2.2
COC(=O)C(Cc1ccc(O)cc1)NC(=O)CCNC(=O)c1ccco1 (configuration not stated)	-8	-5	-1	-0.4	2	-9	11	3	0	0.5
O=c1[nH][nH]c(C(F)(F)F)c1C=NCc1cccs1	-2	7	-2	-0.5	1	-3	7	-1	1	1.6
CC(=O)Nc1ccc(NC(=O)C(C)N2CCN(S(=O)(=O)c3ccc(C)cc3)CC2)cc1 (configuration not stated)	11	5	1	-0.1	8	1	5	4	0	-0.6
CCOc1ccc(/C=C/C(=O)Nc2cccc(C(C)=O)c2)cc1	-8	14	0	-0.2	-2	-1	-23	-9	-1	2.5
Cc1ccc(C(=O)N2CCN=C2SCc2ccc([N+](=O)[O-])cc2)cc1	2	-3	5	0.2	8	7	1	-1	4	0.4
CC1CN(c2nc3ccccn3c(=O)c2/C=C(\C#N)S(=O)(=O)c2ccccc2)CC(C)O1 (configuration not stated)	-5	-2	-3	0.1	0	-6	-7	-8	3	2.1
COc1ccc2c(c1)c1ncn(CCc3ccccc3)c(=O)c1n2C	i	-3	3	-6.1	0	3	-17	-9	4	3.3
CN(C)CCCN(C(=O)c1ccc(Cl)s1)c1nc2cc3c(cc2s1)OCO3	4	2	3	0.3	-5	-2	-4	-10	-3	0.2
Cc1[nH]c2ccccc2c1C(C[N+](=O)[O-])c1cccc(O)c1 (configuration not stated)	8	0	2	0.6	-2	9	-45	9	-3	0.1
C=CC[C@H](CC(=O)N(CCO)Cc1ccccc1)C(=O)N[C@H](C)COC(=O)[C@@H](CC=C)Cc1ccc(F)cc1	3	-13	-9	-0.2	-7	5	-16	-2	-8	-5.9
Cc1ccc(C)c(NC(=S)/C(=C(\[O-])c2ccc(OC(F)F)cc2)[n+]2ccccc2)c1	-5	-7	3	0.0	-1	8	3	-7	2	-1.2
CC12CCC(C(=O)N(CSC(=S)N/N=C\c3ccccc3O)C1=O)C2(C)C (configuration not stated)	6	-2	30	-1.0	-5	-2	28*	11	-4	-3.1
CC(C)[C@H](NC(=O)c1ccccc1)C(=O)OCC(=O)N1CCN(C(=O)c2ccco2)CC1	-4	0	-5	-0.4	3	4	1	3	1	1.6
Cc1ccccc1-c1ccc2c(c1)[C@@H]1C[C@H](N(C)S(=O)(=O)c3ccc(Cl)cc3)[C@H]([C@H](C)O)CN1CC2	-99	4	6	5.1	2	1	5	-1	0	·
O=C(Cc1cc2ccccc2o1)NCc1ccc(F)cc1	-2	0	0	0.6	2	2	2	2	3	-1.1
Cn1nc([N+](=O)[O-])nc1Sc1nnnn1-c1ccc(C(=O)O)cc1	-2	2	-3	0.2	0	10	1	14	-2	2.5
Cc1cnc(NS(=O)(=O)c2ccccc2)c(Br)c1	-4	2	2	0.1	2	6	-4	-6	0	0.9
O=[N+]([O-])c1ccccc1S(=O)(=O)N1CCc2ccccc2C1	8	-1	0	-0.7	4	-4	2	0	-1	-0.6
CCOC(=O)N1CCN(Cc2nc3cc(NC(C)=O)ccc3n2CC)CC1	-14	4	-3	-0.3	2	5	-6	4	-3	0.8
CCOC(=O)CSc1nc(C)c(C(C)=O)cc1C#N	3	2	-1	0.2	1	-3	-7	1	-1	2.1
Cc1cccc(C)c1NC(=O)CNC(=O)c1ccc(COc2ccccc2)cc1	-4	0	5	-0.2	5	-6	12	-12	8	0.3
COc1ccccc1C1CC(c2cccc(NS(C)(=O)=O)c2)=NN1S(=O)(=O)c1ccccc1 (configuration not stated)	9	-4	7	0.5	-1	10	-31	6	0	1.7
Cc1cc(NC(C)C)n2c(nc3ccccc32)c1C#N	-398	0	-3	11	2	5	0	-3	3	1.5
Next section.
SMILES	ADAM10 inh	Tn6 DDE FP	rCAG binder	KLK7 zymogen act	NPR2 activator	ASAP1 inh	sPLA2-III inh	ARFGAP1 inh	NPR1 activator	GAA850 FXN act
CCCCNc1c(-c2ccc(SC(C)CC)c(OC)c2)nc2ccc(Cl)cn12 (configuration not stated)	-109	-4	-1	-21	21	-5	-2	10	40*	0.0
CCCS(=O)(=O)N1CCC(C(=O)N2CCCC2)CC1	1	4	0	-0.5	10	-6	-5	8	-3	1.7
COc1ccc(CCNC(=O)c2ccc(OC)c(OC)c2)cc1OC	1	-2	-5	-0.4	-1	17	2	-3	-1	1.2
CC1=C(C(=O)N2CCOCC2)C(c2ccsc2)C2=C(CCCC2=O)N1 (configuration not stated)	-178	0	3	1.4	4	-7	1	6	3	0.7
O=C(CN1CCCC1c1cccs1)Nc1cc(S(=O)(=O)N2CCCCC2)ccc1Cl (configuration not stated)	-6	2	0	-0.1	1	8	8	-1	-2	-0.2
CC(C)(C)c1ccc(C(=O)Oc2ccc3c(c2)OCC3=O)cc1	3	2	6	0.9	1	8	-21	2	2	3.2
CCOCCCNCC(=O)Nc1ccc(S(=O)(=O)NC(C)CC)cc1 (configuration not stated)	2	12	-7	0.0	5	-5	0	11	2	-0.7
